Yeast eIF2B: modulators of yeast eIF2B activity; S. cerevisiae eIF2B-epsilon R284H, GCN4-lacZ luminescence; inhibition, % at 25 µM (by protocol); 0.91% of 27,000 active;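 active means mutant luminescence inhibited past about 50% while wild type luminescence and mutant growth stay under set limits, limit read from the data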; further: some compounds called inactive have numbers as strong as hits
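Times: 16 h growth with compound at 30 °C, 90 min Beta-Glo step; Assay system: yeast eIF2B-epsilon R284H mutant carrying GCN4–beta-galactosidase fusion; Measure: % inhibition of reporter signal and growth versus controls; Dosing: one concentration, 25 µM, 0.25% DMSO; Buffer or medium: YPD yeast growth medium; Measured by: Beta-Glo luminescence plus absorbance at 595 nm.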
Yeast tox: Inhibitors of S. cerevisiae growth, toxicity; S. cerevisiae wild-type growth, A595 turbidity, 16 h; growth inhibition, % at 25 µM (by protocol); 0.3% of 30,000 active;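 active means mutant and wild-type yeast strains alike exhibit over 30% growth inhibition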;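 further: 0% = untreated cell controls and 100% = YPD media blanks without cells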
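Incubation: 16 h growth with compound, 30 °C; Material: S. cerevisiae wild-type or eIF2Bepsilon-R284H mutant strain; Signal: turbidity measured as absorbance at 595 nm; Medium: YPD yeast growth medium; Measure: growth inhibition (%) versus cell controls and blanks; Doses: 25 µM single dose.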
Yeast tox inhibition %: second read-out of Yeast tox, no call of its own (marks repeat the call); growth inhibition, %; S. cerevisiae eIF2Bepsilon-R284H mutant growth, A595 turbidity, 16 h;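 each compound tested once at 25 µM; 0% equals untreated cells and 100% equals cell-free medium blanks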
Yeast eIF2B mutant toxicity: second read-out of Yeast eIF2B, no call of its own (marks repeat the call); growth inhibition, %; measured here: mutant yeast growth, toxicity;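 each compound tested once at 25 µM; zero equals untreated control growth and 100 equals blank medium absorbance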
The depositor's hits bear a star; . = not tested or not shown.

[1] CC(=O)Nc1c(O)nc(SCC(=O)Nc2sc3c(c2C#N)CCCCCC3)[nH]c1=O
[2] CCOC(=O)N1CCN(CCC(=O)Nc2ccc(OC)cc2OC)CC1
[3] O=C(Nc1ccccc1)c1cccc(N2C(=O)CCC2=O)c1
[4] CC(C)CCn1nnnc1C(C(C)C)N1CCC(C(N)=O)CC1 (centres undefined)
[5] CCCNC(=O)c1c(C)cc(=O)oc1C
[6] CC(=O)N1CCC2(CC1)C(C#N)=C(N)OC1=C2C(=O)CC(C)(C)C1
[7] COc1ccc(C(=O)CSc2nnc(-c3ccc(S(=O)(=O)N4CCOCC4)cc3)o2)cc1
[8] CCC(C(=O)O/N=C(\N)c1ccc(Cl)cc1)c1ccccc1 (centres undefined)
Screen / compound no.	1	2	3	4	5	6	7	8
Yeast eIF2B	10	23	11	.	16	.	-32	19
Yeast eIF2B mutant toxicity	11	.	.	.	10	.	3	19
Yeast tox	-3	-9	.	10	9	30	-4	26
Yeast tox inhibition %	11	0	.	0	10	17	3	19

A portion of the results above, for reference:
[5] CCCNC(=O)c1c(C)cc(=O)oc1C
[6] CC(=O)N1CCC2(CC1)C(C#N)=C(N)OC1=C2C(=O)CC(C)(C)C1
[7] COc1ccc(C(=O)CSc2nnc(-c3ccc(S(=O)(=O)N4CCOCC4)cc3)o2)cc1
[8] CCC(C(=O)O/N=C(\N)c1ccc(Cl)cc1)c1ccccc1 (centres undefined)
Screen / compound no.	5	6	7	8
Yeast eIF2B	16	.	-32	19
Yeast eIF2B mutant toxicity	10	.	3	19
Yeast tox	9	30	-4	26
Yeast tox inhibition %	10	17	3	19

Reformatted tab-delimited: 2 of the compounds above.
No.	SMILES	Yeast eIF2B	Yeast eIF2B mutant toxicity	Yeast tox	Yeast tox inhibition %
2	CCOC(=O)N1CCN(CCC(=O)Nc2ccc(OC)cc2OC)CC1	23	.	-9	0
1	CC(=O)Nc1c(O)nc(SCC(=O)Nc2sc3c(c2C#N)CCCCCC3)[nH]c1=O	10	11	-3	11

Not all compounds are listed; the hit share may differ from the screen's.
